GPR151 ag = activators of human GPR151, primary screen, cell-based, PathHunter beta-arrestin, luminescence; AID 1508602, 2020; activation, % at 11.2 µM; hit rate 1% among 650,000; PathHunter beta-arrestin GPR151 cells; G-protein coupled receptor 151 (Homo sapiens), Q8TDV0; in the data active = activation above about 4.9%;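 also: 0% = median of compound wells and 100% = cells with positive control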
Target sequence (Q8TDV0 whole entry, looked up): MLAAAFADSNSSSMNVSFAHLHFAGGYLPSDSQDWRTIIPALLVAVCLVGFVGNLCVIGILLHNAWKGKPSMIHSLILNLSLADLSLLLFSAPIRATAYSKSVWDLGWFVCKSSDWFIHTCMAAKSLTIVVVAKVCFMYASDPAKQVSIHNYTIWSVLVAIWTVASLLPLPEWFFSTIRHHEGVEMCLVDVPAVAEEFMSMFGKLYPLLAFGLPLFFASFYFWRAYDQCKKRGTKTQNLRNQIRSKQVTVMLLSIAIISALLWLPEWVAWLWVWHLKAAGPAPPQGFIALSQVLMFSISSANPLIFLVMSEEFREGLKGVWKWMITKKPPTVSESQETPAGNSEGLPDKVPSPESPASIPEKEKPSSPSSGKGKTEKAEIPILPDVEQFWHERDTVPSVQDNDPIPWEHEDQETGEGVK
FBW7 act = FBW7 E3 ligase activators, primary screen, biochemical, AlphaScreen, human | AlphaScreen FBW7–phospho-cyclin E peptide binding, activator screen | normalized activity (activation), % at 26.1 µM | F-box/WD repeat-containing protein 7 (Homo sapiens), Q969H0 | hit rate 0.13% among 650,000; in the data active = normalized activity above about 1.9%;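 also: purified mutant Fbw7 with reduced substrate affinity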
TEAD-YAP block = TEAD-YAP interaction inhibition, primary screen, TEAD-YAP interaction inhibitor project, luminescence, HEK-TIYL cells. hit rate 1.4% among 640,000. AID 1259422, 2018. TEAD-Gal4/YAP UAS-luciferase luminescence. inhibition, % at 9.12 µM; in the data active = inhibition above about 32%;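 also: 0% = median of test compound wells and 100% = reference inhibitor wells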
MITF inh = MITF inhibitors, primary screen, biochemical, AlphaScreen, human; Microphthalmia-associated transcription factor (Homo sapiens), O75030; AlphaScreen MITF homodimerization, bead proximity signal; inhibition, % at 2.6 µM; hit rate 0.91% among 650,000; in the data active = inhibition above about 50%;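 also: 0% = vehicle wells with protein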
Target sequence (O75030 whole entry, looked up): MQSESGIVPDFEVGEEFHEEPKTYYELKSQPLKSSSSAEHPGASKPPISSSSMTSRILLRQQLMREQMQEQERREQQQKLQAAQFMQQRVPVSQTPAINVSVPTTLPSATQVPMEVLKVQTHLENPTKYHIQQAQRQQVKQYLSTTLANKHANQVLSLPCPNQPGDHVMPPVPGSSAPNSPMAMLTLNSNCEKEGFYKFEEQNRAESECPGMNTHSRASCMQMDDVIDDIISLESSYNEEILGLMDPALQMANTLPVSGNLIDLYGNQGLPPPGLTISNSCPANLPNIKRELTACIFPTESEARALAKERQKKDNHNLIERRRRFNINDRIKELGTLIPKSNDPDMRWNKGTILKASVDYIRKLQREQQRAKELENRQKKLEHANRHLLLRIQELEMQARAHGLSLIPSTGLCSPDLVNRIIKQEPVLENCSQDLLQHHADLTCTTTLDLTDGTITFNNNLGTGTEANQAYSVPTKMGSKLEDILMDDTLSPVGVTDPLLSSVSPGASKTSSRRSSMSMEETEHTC
Active calls of the source: *; · = not tested or not shown; & = joins results of further samples.

Values in the order: MITF inh | FBW7 act | TEAD-YAP block | GPR151 ag
#1 S=c1[nH]nc(COc2ccc(Cl)c(Cl)c2)n1-c1ccccc1
    -13 | 0.0 | -17 | -0.8
#2 COc1ccccc1NC(=O)C1=C(C)NC(=O)NC1c1ccccc1Br (stereo unspecified)
    -5 | -0.1 | 2 | -0.7
#3 Cc1c(/C=N/NC(=O)C(O)(c2ccccc2)c2ccccc2)c(=O)n(-c2ccccc2)n1C
    2 | -0.2 | -2 | 0.1
#4 CNC(=O)c1cc(F)ccc1Nc1cc(Nc2ccc3[nH]ncc3c2)ncc1C(F)(F)F
    1 | -0.1 | 27 | -0.2
#5 CCN1CCN(Cc2cccc(OCc3ccccc3)c2)CC1
    -11 | 0.0 | -5 | 0.0
#6 CC(C)c1ccc(CN2CCc3nnc(CCNC(=O)Cc4ccc(F)cc4)n3CC2)cc1
    4 | 0.1 | 2 | 0.9
#7 CCN1CCCC1CNC(=O)c1ccc(-c2cccc(OC)c2)nc1N1CCOCC1 (stereo unspecified)
    -6 | -0.6 | -9 | 0.0
#8 CCc1ccc2nc(N3CCC(C(=O)N4CCc5ccccc54)CC3)sc2c1
    8 | -0.1 | 1 | -0.3
#9 CC1=C(C(=O)Nc2ccccn2)C(c2cccc([N+](=O)[O-])c2)C2=C(CCCC2=O)N1 (stereo unspecified)
    -21 | -0.2 | 8 | -0.3
#10 COc1cc(C)c(S(=O)(=O)Nc2ccc(OCC(=O)O)cc2)cc1C
    5 | 0.2 | 2 | -0.9
#11 N#Cc1c(-c2ccccc2F)c(C#N)c2nc3ccccc3n2c1N
    -15 | 0.3 | 42* | 0.5
#12 Cc1cc(NC(=O)COc2cccc([N+](=O)[O-])c2)no1
    8 | 0.1 | 9 | -0.7
#13 COC(=O)CNC(=O)Cn1cnc2ccccc2c1=O
    16 | 0.2 | 7 | -0.3
#14 Cc1ccccc1Cc1c(C)nc2nc(SCC(=O)Nc3cc(C(F)(F)F)ccc3Cl)nn2c1C
    -3 | 0.0 | 19 | 0.9
#15 O=C(c1ccc(F)cc1)N1CCN(Cc2cccc(Br)c2)CC1
    58* | 0.0 | 9 | -0.6
#16 O=C(c1ccco1)N1CCN(C(=O)C(Sc2ccccc2)c2ccccc2)CC1 (stereo unspecified)
    9 | 0.0 | -6 | -2.3
#17 CC12CCC(C(=O)N3CCc4ccccc4C3)(CC1=O)C2(C)C (stereo unspecified)
    4 | 0.0 | -3 | 1.9
#18 Cc1ccc(-n2c(C)cc(C=O)c2C)c(C)c1
    16 | 0.3 | 8 | 1.2
#19 CC(=O)Nc1ccc(Nc2nc(-c3ccc(N4CCOCC4)nc3)nc3c2ncn3CCN2CCCC2=O)cc1
    5 | -0.1 | -2 | 1.7
#20 CC(C)C(c1nnnn1C1CCCC1)N1CCN(C)CC1 (stereo unspecified)
    9 | 0.9 | -8 | -0.1
#21 CN(C(=O)c1cc(-c2ccc(O)cc2)on1)c1ccccc1
    -4 | 0.0 | 60* | -1.4
#22 Cc1nn(-c2ccccc2)c(N)c1C(O)(C(F)(F)F)C(F)(F)F
    11 | -0.1 | -8 | 0.7
#23 Cc1cc(N=Cc2nc(-c3ccc(Cl)cc3)oc2O)no1
    5 | -0.1 | -1 | 2.5
#24 CCOC(=O)c1c(NC(=O)COc2cccc(C)c2)sc(C(C)=O)c1C
    -2 | 0.0 | 0 | 0.1
#25 CC(=O)c1cccc(NC(=S)Nc2c(C)nn(C)c2C)c1
    16 | 0.1 | 2 | 2.7
#26 CSc1nc(Cl)c(Cc2ccc(OC(C)C)cc2)c(N(C)C)n1
    4 | -0.1 | -2 | -0.1
#27 CC(C)CC(=O)Nc1cccc2c1C(=O)N(c1ccccc1)C2=O
    5 | 0.7 | 9 | 3.6
#28 CNC(=S)NNC(=O)c1cccnc1
    4 | -0.1 | 2 | 0.7
#29 CCCCN(CCCC)c1nc(Cl)nc(Nc2ccc(OC)cc2OC)n1
    -5 | 0.1 | -3 | -1.9
#30 O=C1NC(=S)N/C1=C\c1ccc(Cl)s1
    14 | 0.0 | 12 | -0.4
#31 CC1(C(=O)NC(=S)Nc2ccccc2C#N)CC1(Cl)Cl (stereo unspecified)
    0 | -0.2 | 3 | -0.1
#32 COc1ccc2cc3c(N)c(C(=O)NC4CCCCC4C)sc3nc2c1 (stereo unspecified)
    -18 | 0.1 | -10 | 0.1
#33 O=C(O)CC1(CC(=O)NCCc2ccccc2)CCCC1
    10 | 0.1 | -3 | -1.9
#34 COc1ccc(C)cc1S(=O)(=O)N(C)CC(=O)Nc1ccccc1
    -1 | -0.1 | 0 | -1.2
#35 COc1ccc(OC)c(-n2c(SCC(=O)C(C)(C)C)nc3c(sc(=S)n3-c3ccccc3C)c2=O)c1
    11 | -0.1 | -3 | -0.5
#36 O=C(c1ccc(Cl)cc1)c1ccc(Sc2ccc(Cl)cc2)cc1
    6 | 0.1 | 11 | 1.0
#37 Cc1cc2oc(=O)cc(CN3CC(C)OC(C)C3)c2cc1C (stereo unspecified)
    17 | 0.1 | -4 | -0.4
#38 COc1ccc2c(c1)cc(C)c1nn(CC(=O)N3CCCCCC3)c(=O)n12
    10 | 0.8 | 6 | 0.4
#39 O=C(CNC(=O)c1cccc(F)c1)N/N=C/c1cc(I)ccc1O
    8 | -0.3 | 12 | 5.0*
#40 FC(F)(F)c1cccc(CNc2nc(Nc3nccc4ccccc34)nc3c2ncn3-c2ccccc2)c1
    14 | 0.0 | -12 | 2.6
#41 CCCCNC(=O)c1cc(-c2cccc(Cl)c2)on1
    -13 | -0.1 | -28 | 0.5
#42 O=C(Nc1ccc(OC(F)(F)F)cc1)C1=NN=CC1
    -1 | 0.0 | 19 | -2.8
#43 Cc1ccccc1CNC(=O)c1ccccc1C
    7 | 0.1 | -1 | -0.5
#44 CCOc1ccc(C(=O)NN2C(=S)NC(C)(C)C=C2C)cc1
    5 | 0.0 | -5 | 3.6
#45 CCCCCCc1c(C)c2cc(Cl)c(OCc3ccc(F)cc3)cc2oc1=O
    -15 | 0.1 | -3 | -1.2
#46 NC(=O)CCC(NC(=O)NC1CCCCC1)C(=O)O (stereo unspecified)
    20 | 2.1* | -10 | -1.5
#47 COc1ccc(-c2cncc(-c3cc(NCCCN4CCOCC4)nc(C)n3)c2)cc1
    3 | 0.0 | -1 | -1.4
#48 COCCNC(=O)c1ccc(Cl)c(S(=O)(=O)Nc2cc(C)ccc2C)c1
    8 | 0.2 | -1 | 1.6
#49 CC(=O)[C@H](CC(C)C)NC(=O)C(CC(C)C)NC(=O)[C@H](CC(C)C)NC(=O)OCc1ccccc1 (stereo partly specified)
    5 | 0.0 | · | 0.6
#50 O=C(NC(c1ccccc1)c1ccccn1)C1CCN(C(=O)OCc2ccccc2)CC1 (stereo unspecified)
    4 | 0.4 | 5 | -0.8
#51 CC1S/C(=N\N=C\c2ccco2)NC1=O (stereo unspecified)
    2 | -0.2 | -10 | 1.4
#52 FC(F)(F)C1(C(F)(F)F)N=C(c2ccco2)OC(N2CCCCC2)=N1
    1 | -0.1 | 10 | -0.1
#53 Cc1cccc(-n2c(O)c(C=Nc3ccccc3I)c(=O)[nH]c2=O)c1
    5 | 0.8 | 15 | -1.0
#54 CC1=CC(C)(C)NC(=S)N1c1ccc(Cl)cc1Cl
    -2 | -0.1 | -5 | -0.8
#55 Cc1ccccc1OCC(=O)N/N=C/c1c(C)[nH]c2ccccc12
    15 | 0.3 | 1 | 0.2
#56 Cc1nn(CC(=O)NCCc2ccccc2)c(=O)c2cccn12
    12 | 0.1 | -1 | 0.3
#57 O=C(/C=C/c1ccc([N+](=O)[O-])cc1)Nc1cccc(Cl)c1
    2 | -0.1 | -34 | 0.1
#58 FC(F)(F)c1ccc(Nc2nc(NCCN3CCOCC3)c3ncn(C4CCCCC4)c3n2)cc1
    -6 | -0.1 | 9 | -0.8
#59 Cc1nnc(Sc2c(N)n(C)c(=O)n(C)c2=O)s1
    4 | 0.3 | -6 | 0.1
#60 COC(=O)C(C(C)c1c[nH]c2ccccc12)[N+](=O)[O-] (stereo unspecified)
    1 | 0.0 | 6 | -1.0

Structural class: those above with an aryl methoxy group.
Values in the order: MITF inh | FBW7 act | TEAD-YAP block | GPR151 ag
#2 COc1ccccc1NC(=O)C1=C(C)NC(=O)NC1c1ccccc1Br (stereo unspecified)
    -5 | -0.1 | 2 | -0.7
#7 CCN1CCCC1CNC(=O)c1ccc(-c2cccc(OC)c2)nc1N1CCOCC1 (stereo unspecified)
    -6 | -0.6 | -9 | 0.0
#10 COc1cc(C)c(S(=O)(=O)Nc2ccc(OCC(=O)O)cc2)cc1C
    5 | 0.2 | 2 | -0.9
#29 CCCCN(CCCC)c1nc(Cl)nc(Nc2ccc(OC)cc2OC)n1
    -5 | 0.1 | -3 | -1.9
#32 COc1ccc2cc3c(N)c(C(=O)NC4CCCCC4C)sc3nc2c1 (stereo unspecified)
    -18 | 0.1 | -10 | 0.1
#34 COc1ccc(C)cc1S(=O)(=O)N(C)CC(=O)Nc1ccccc1
    -1 | -0.1 | 0 | -1.2
#35 COc1ccc(OC)c(-n2c(SCC(=O)C(C)(C)C)nc3c(sc(=S)n3-c3ccccc3C)c2=O)c1
    11 | -0.1 | -3 | -0.5
#38 COc1ccc2c(c1)cc(C)c1nn(CC(=O)N3CCCCCC3)c(=O)n12
    10 | 0.8 | 6 | 0.4
#47 COc1ccc(-c2cncc(-c3cc(NCCCN4CCOCC4)nc(C)n3)c2)cc1
    3 | 0.0 | -1 | -1.4

(next part)
Values in the order: MITF inh | FBW7 act | TEAD-YAP block | GPR151 ag
#61 CCN1C(=O)/C(=C/c2ccc(Br)o2)SC1=S
    15 | -0.1 | 4 | 0.0
#62 COc1ccc2nc(N3CCC(C(=O)NCCN4CCOCC4)CC3)sc2c1
    7 | 0.5 | 7 | -1.7
#63 COc1ccc(C(=O)Nc2nnc(S(=O)(=O)N3c4ccc(C)cc4CC3C)s2)cc1 (stereo unspecified)
    -3 | 0.1 | -8 | -0.2
#64 CCN(CC)S(=O)(=O)c1ccc(Cl)c(C(=O)Nc2ccc(OC)cc2)c1
    11 | 0.1 | 32 | -0.8
#65 Cc1cccc(C)c1N1CCN(C(=O)c2cccc([N+](=O)[O-])c2)CC1
    16 | -0.1 | -3 | -0.4
#66 C/C(CC(=O)NC12CC3CC(CC(C3)C1)C2)=N\NC(=O)c1ccc(F)cc1
    0 | -0.2 | -33 | 1.6
#67 CSc1nnc2c(n1)OC(c1cn[nH]c1-c1ccccc1)Nc1ccccc1-2 (stereo unspecified)
    17 | 0.1 | 7 | 3.4
#68 Cc1ccc(CCNCc2c(C(=O)N3C[C@@H](C)O[C@@H](C)C3)nc3ccc(Cl)cn23)cc1
    -3 | -0.1 | -3 | 0.3
#69 CC(NC(=O)/C=C/c1cccc([N+](=O)[O-])c1)c1ccccc1 (stereo unspecified)
    17 | 0.1 | 1 | 1.3
#70 Cc1ccc(C(=O)N2CCN3C(=O)[C@@H]4CSCN4C(=O)[C@H]3C2)cc1F
    6 | -0.2 | -4 | -0.9
#71 Cc1cc(C)c(NC(=O)CSc2nnc(-c3ccncc3)n2N)c(Cl)c1
    3 | 0.0 | 1 | -1.0
#72 CCN(CC)C(=O)/C(=C\c1ccc(Cl)cc1)NC(=O)c1ccc(OC)cc1
    -3 | 0.0 | -1 | 0.8
#73 CC(=O)Nc1ccc(-c2nnc(SCc3nc4ccccc4[nH]3)n2C)cc1
    7 | -0.1 | -8 | 1.2
#74 CCOC(=O)c1c(NC(=S)NC)sc2c1CCC(C(C)(C)C)C2 (stereo unspecified)
    -1 | -0.2 | -1 | 1.0
#75 C/C(=N\NC(=O)COc1ccc(Br)cc1C#N)c1cccs1
    -11 | -0.1 | -7 | 1.1
#76 COc1cc2nc(CN3CCCCCC3)[nH]c(=O)c2cc1OC
    0 | -0.1 | -3 | -0.1
#77 CC1=NN(c2ccccc2)C(=O)/C1=C\c1cn(-c2ccccc2)nc1-c1ccc(F)cc1
    19 | 0.3 | -12 | 1.0
#78 CCOc1ccc(/C=C(/NC(C)=O)C(=O)NCCc2c[nH]c3ccccc23)cc1
    22 | 0.0 | -13 | 1.6
#79 CCN1CCCC1CNC(=O)c1cc(S(N)(=O)=O)ccc1OC (stereo unspecified)
    0&-4&27 | 0.0&0.0&0.6 | 8 | 1.5&0.7&-0.6
#80 COc1cc(-c2cnc(N3CCOCC3)c3nccn23)ccc1O
    6 | -0.6 | -7 | 0.9
#81 N#Cc1ccc(/C=C(\CC(=O)O)c2nc3ccccc3o2)cc1
    10 | 0.1 | -3 | -0.1
#82 CN1CCC(O)(c2ccc3c(c2)CN(Cc2cccc(F)c2)CCO3)CC1
    3 | 0.0 | -9 | 2.2
#83 Cc1cc(OCC(=O)Nc2nnc(C3CC3)s2)ccc1[N+](=O)[O-]
    8 | 0.0 | 10 | -0.6
#84 CC(C)(C)n1nc2c(c1NC(=O)c1cc(Cl)ccc1[N+](=O)[O-])CSC2
    -3 | -0.1 | 7 | 2.4
#85 CN(C)c1ccc2c(c1)OC(N)=C(C#N)C2c1cccc(C(F)(F)F)c1 (stereo unspecified)
    -1 | 0.0 | 57* | -0.2
#86 COc1ccccc1CN1CCc2c([nH]c3ccccc23)C1
    9 | -0.5 | -5 | 1.2
#87 Cn1ccnc1Sc1ccc(S(=O)(=O)NCCN2CCOCC2)cc1[N+](=O)[O-]
    1 | 0.0 | 11 | 1.0

Screening data as filed in PubChem.
